Assay outcomes from PubChem.
Mcl1-Bid inh – disrupts binding of human Mcl-1 to Bid peptide. Q07820. TR-FRET Mcl-1/Bid-Dy647 peptide binding, 1536-well. inhibition, % at 21.7 µM. 220,000 compounds, 0.97% hits;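 active = compounds that cut the binding signal by more than half at the single screening dose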;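 also: His-tagged Mcl-1 with europium anti-His antibody binding Bid BH3 peptide; 0% = Mcl-1 plus peptide wells and 100% = peptide-only wells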
Bcl-2 Bim block – inhibitors of Bim-Bcl-2 interaction, human; P10415; Bead-based flow cytometry, Bim peptide-Bcl-2 binding; inhibition, % at 10 µM; 190,000 compounds, 0.06% hits; in the data active = inhibition above about 40%; inconclusive = no clear call, values can overlap the other calls;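 also: 0% = no compound wells with probe peptide and 100% = reference peptide inhibitor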
Target sequence (P10415 whole entry, looked up): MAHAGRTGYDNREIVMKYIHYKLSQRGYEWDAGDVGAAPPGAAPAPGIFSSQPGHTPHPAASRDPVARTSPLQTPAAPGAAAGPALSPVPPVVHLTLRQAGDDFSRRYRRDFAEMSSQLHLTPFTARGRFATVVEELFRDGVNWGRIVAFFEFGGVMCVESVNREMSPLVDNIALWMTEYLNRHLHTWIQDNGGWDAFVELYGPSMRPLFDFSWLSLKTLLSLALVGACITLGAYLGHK
Bfl-1 Bim block – inhibitors of Bim-Bfl-1 interaction, human; Q16548; Bead-based flow cytometry, Bim-Bfl-1 binding inhibition; inhibition, % at 10 µM; 190,000 compounds, 0.12% hits; AID 1008;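 also: 0% = wells without compound plus tracer and 100% = blocker peptide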
RGS4-Gao reg – modulates binding of RGS4 to human Galphao. AID 1415. 220,000 compounds, 0.33% hits. Multiplexed bead flow cytometry; actives lie on both sides. binding response (% of control), % at 10 µM; in the data active = binding response below about 49% or above about 150%; inactive = in between;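 also: fluorescent Galphao activated with aluminum fluoride binding bead-coupled RGS4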
Target sequence (P09471 whole entry, looked up): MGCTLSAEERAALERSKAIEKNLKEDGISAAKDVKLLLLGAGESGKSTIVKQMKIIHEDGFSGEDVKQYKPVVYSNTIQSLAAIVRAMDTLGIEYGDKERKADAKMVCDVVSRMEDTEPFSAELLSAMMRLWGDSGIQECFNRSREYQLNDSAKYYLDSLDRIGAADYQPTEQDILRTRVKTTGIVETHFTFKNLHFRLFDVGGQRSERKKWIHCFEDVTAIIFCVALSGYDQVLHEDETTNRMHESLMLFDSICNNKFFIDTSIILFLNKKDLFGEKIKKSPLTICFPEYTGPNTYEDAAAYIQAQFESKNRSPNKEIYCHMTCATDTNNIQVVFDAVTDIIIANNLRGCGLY
Mcl1 Noxa PPI – disrupts binding of human Mcl-1 to Noxa peptide. TR-FRET Mcl-1/Noxa peptide binding, 2 h. inhibition, % at 21.7 µM. 220,000 compounds, 1.5% hits;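 active = compounds that cut the protein-peptide binding signal by more than 50% relative to plate controls in a single-dose test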;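 also: His-tagged Mcl-1 with rhodamine Noxa BH3 peptide and terbium anti-His antibody; 0% = Mcl-1 plus Noxa peptide wells and 100% = peptide-only wells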
RGS8-Gao – modulates binding of RGS8 to human Galphao. P09471. multiplexed bead flow cytometry; actives lie on both sides. response (percent of control binding), % at 10 µM. 220,000 compounds, 0.34% hits; in the data active = response below about 60% or above about 140%; inactive = in between;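 also: Galphao activated as the GDP aluminium fluoride complex binding bead-coupled RGS8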
Bim-Bcl-B – disrupts Bim peptide binding to human Bcl-B. Q9HD36. bead-based flow cytometry. inhibition, % at 10 µM. 190,000 compounds, 0.073% hits. AID 951;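 also: 0% = tracer peptide without compound and 100% = reference inhibitor peptide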
Target sequence (Q9HD36 whole entry, looked up): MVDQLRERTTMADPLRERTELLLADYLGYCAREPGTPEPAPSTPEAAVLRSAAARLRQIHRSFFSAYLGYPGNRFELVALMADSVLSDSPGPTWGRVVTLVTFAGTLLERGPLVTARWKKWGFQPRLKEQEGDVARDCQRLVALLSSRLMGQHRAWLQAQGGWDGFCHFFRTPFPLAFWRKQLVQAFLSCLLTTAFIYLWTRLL
Bcl-XL Bim block – human Bim-Bcl-XL interaction inhibition | AID 1007 | 190,000 compounds, 0.04% hits | inhibition, % at 10 µM | Bim peptide-Bcl-XL binding, bead flow cytometry, fluorescence | Q07817
Mcl-1 Bim block – inhibitors of Bim-Mcl-1 interaction, human; Bead-based flow cytometry, Bim peptide-Mcl-1 binding; inhibition, % at 10 µM; 190,000 compounds, 0.1% hits;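 also: 0% = no compound tracer wells and 100% = peptide blocker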
RGS7-Gao reg – regulators of human RGS7-Galphao interaction; P09471; binding response (% of control), % at 10 µM; AID 1439; 220,000 compounds, 0.35% hits; Multiplexed bead flow cytometry, RGS7-Galphao binding; actives lie on both sides; in the data active = binding response below about 49% or above about 150%; inconclusive = no clear call, values can overlap the other calls; inactive = in between;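 also: fluorescent Galphao held in activated GDP-AlF4 state binding bead-coupled RGS7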
Bcl-W Bim block – inhibitors of Bim-Bcl-W interaction, human. AID 952. Q92843. bead-based flow cytometry, Bim peptide-Bcl-W binding. inhibition, % at 10 µM. 190,000 compounds, 0.02% hits;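 also: 0% = bound tracer without compound and 100% = peptide blocker; higher means less fluorescent Bim peptide bound to Bcl-W beads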
Target sequence (Q92843 whole entry, looked up): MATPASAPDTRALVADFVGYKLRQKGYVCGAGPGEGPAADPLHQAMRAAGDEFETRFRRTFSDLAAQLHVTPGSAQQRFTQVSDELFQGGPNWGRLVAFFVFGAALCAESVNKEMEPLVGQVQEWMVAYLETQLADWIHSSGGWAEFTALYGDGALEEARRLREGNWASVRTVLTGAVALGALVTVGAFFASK
The depositor's hits bear a star; ? = inconclusive; . = no result given. Rule as the data show it, unless noted: active = inhibition above about 40%. Compounds were not picked by outcome; any-hit rate near 2.7%.

Mcl1-Bid inh,Bcl-2 Bim block,Bfl-1 Bim block,RGS4-Gao reg,Mcl1 Noxa PPI,Molecule,RGS8-Gao,Bim-Bcl-B,Bcl-XL Bim block,Mcl-1 Bim block,RGS7-Gao reg,Bcl-W Bim block
-7,-5,-11,106,-3,O=C(c1cc(C(=O)NCCc2ccccc2)c(=O)n(CCc2ccccc2)c1)c1cc(Cl)ccc1O,106,-5,-6,-5,110,-7
-28,0,-3,102,-10,CN(C)C(CNS(=O)(=O)c1ccc(Br)cc1)c1cccnc1 (centres undefined),100,0,0,9,100,4
-24,1,0,100,2,Cc1ccc(-c2nnc(SCCC(=O)N3CCOCC3)o2)cc1,99,-2,-3,3,98,1
-21,.,.,100,-28,CN(Cc1ccccc1)c1nc2nonc2nc1N1CCCC(CN2CCCC2=O)C1 (centres undefined),101,.,.,.,?,.
-17,-2,-6,104,7,CC(C)NC(=O)COC(=O)Cn1[nH]c(=O)c2ccccc2c1=O,102,-7,-2,-1,?,-2
-16,0,1,103,20,C=CCOc1ccc(/C=N/NC(=O)CN(c2cc(Cl)ccc2OC)S(=O)(=O)c2ccc(C)c([N+](=O)[O-])c2)cc1,107,-4,-6,-5,101,-5
-31,-5,-11,104,6,CCCN1Cc2cccc(C(=O)NC(C)c3cccs3)c2C1=O (centres undefined),100,-3,-4,-1,106,9
-14,-8,-26,94,0,Cc1cc2ccccc2c(=O)n1CC(=O)NC1CCCCCC1,97,-8,-12,-3,97,-5
-20,-1,-7,103,-5,COc1cc(C(C)=O)ccc1OCC(=O)NCC1(N2CCCCC2)CCCCC1,100,-5,-3,-1,106,-3
-70,-5,-5,102,4,O=C(CCc1c[nH]c2ccccc12)NCc1ccco1,102,-4,0,-2,97,-2
-14,-5,-14,100,-6,O=C(c1ccc(Cl)c(S(=O)(=O)Nc2ccc(F)cc2)c1)N1CCN(c2ccccn2)CC1,104,-2,-3,0,99,1
-4,-5,-3,100,2,CC(C)(c1ccccc1)c1ccc(OCCN)cc1,101,-5,-2,-2,99,-5
-14,2,-8,103,-11,CCNc1nc(SC)nc(N(C#N)CC(=O)OC)n1,102,0,0,2,102,5
-27,0,-3,100,-8,Cc1ccccc1NS(=O)(=O)c1ccc(C)c(NS(C)(=O)=O)c1C,100,-3,0,0,98,0
-4,-2,0,96,16,COC(=O)c1ccc(Cn2cnc3c(cnn3-c3ccc(Cl)cc3)c2=O)o1,82,0,1,0,99,-3
-60,.,.,96,-1,CCCCN=C1CC(C)(C)CC(=O)/C1=C(/O)CCC,100,.,.,.,?,.
34,-5,-10,98,1,CCOC(=O)c1ccc(Oc2nc(NC(C)(C)C)nc(N(C)C)n2)cc1,99,-6,-3,3,102,-2
-58,-2,-6,99,-7,CC(=O)c1ccc(N2CCN(C(=S)Nc3cc(C)ccc3C)CC2)cc1,92,-10,-8,-4,97,-9
9,0,4,102,12,Cc1nn(Cc2ccc(F)cc2)c(C)c1NC(=O)CCCn1nc([N+](=O)[O-])cc1C,102,-2,-2,-3,104,-3
-1,0,-2,99,21,C[C@@H](O)C1NC(=O)[C@H](CCCCN)NC(=O)c2cc([N+](=O)[O-])cc(I)c2OCC[C@@H](C(N)=O)NC1=O (some centres undefined),104,-5,-4,-3,103,-3
-10,-15,-14,98,17,COCCN(C(=O)CNC(=O)c1ccco1)C(C(=O)NC1CCCC1)c1cccs1 (centres undefined),103,-13,-12,-10,98,-17
-32,1,-3,95,-2,Cc1cc(Br)c(NC(=O)c2ccccc2[N+](=O)[O-])cc1C,97,-3,-1,3,93,0
-52,.,.,97,7,Nc1ccc(SCc2nc3cccc4c3n2CCC4)cc1,98,.,.,.,?,.
-29,-6,-3,99,-1,CCNC(=O)C12CCC(C)(c3nc4cc(C)c(C)cc4nc31)C2(C)C (centres undefined),101,0,0,0,?,-2
-11,-5,-1,99,10,CCN=C1SC(CC(=O)Nc2ccc(C(F)(F)F)cc2)C(=O)N1CC (centres undefined),101,-2,-8,-4,100,-1
-1,-1,0,96,-45,Clc1ccc(-c2cnc3ccccc3n2)cc1,101,-7,-4,-2,96,-2
-9,-8,-10,100,19,O=C(Nc1ccc(N2CCN(C(=O)c3ccc(Cl)cc3)CC2)cc1)c1ccc(Br)o1,98,-5,0,-2,101,0
-9,.,.,105,9,O=C(O)CCCC(=O)N1CCN(c2ncccn2)CC1,101,.,.,.,?,.
-16,11,11,95,11,COc1ccc(C2=C(SC)CC2=NC(C)(C)C)cc1,91,10,16,8,97,12
-4,0,-2,102,19,COC(=O)Nc1nn(-c2ccc(C)cc2)c(=O)c(C#N)c1C,105,-1,0,0,102,0
1,-7,-9,114,-12,CCOC(=O)c1ccc(NC(=O)NC2CCN(CC(=O)NCc3ccc4c(c3)OCO4)CC2)cc1,112,-7,-7,-6,115,-9
2,-9,-12,101,-6,COCCNC(=O)c1ccc(CS(=O)(=O)c2ccc(OC)cc2)o1,101,-11,-12,-5,104,-6
-8,0,-2,103,7,Cc1nn(C)c(C)c1CNC(=O)Nc1cccc(Cl)c1,102,-4,0,-2,102,-1
1,1,3,102,6,CC(Cl)C(=O)Nc1cc(C(F)(F)F)ccc1N1CCOCC1 (centres undefined),102,3,0,1,103,0
2,.,.,102,4,O=S(=O)(Nc1ccccc1)c1ccc2c(c1)CCO2,101,.,.,.,?,.
-7,-8,-3,103,11,CCCc1nn(C)c(C(=O)Nc2ccc(C(C)(C)C)cc2)c1Cl,100,-8,-6,-10,100,-3
-5,-3,-2,94,19,CCc1cccc(CC)c1NC(=O)c1cc(CN2C(=O)c3ccccc3C2=O)ccc1OC,81,-4,-4,-4,93,-2
-15,-3,0,103,3,O=C(CSc1ccc2ccccc2n1)NCCC1=CCCCC1,100,-7,-8,-9,98,-5
16,-2,-5,100,13,CCN(CC)CCN(CC(=O)N(C1CCCCC1)C1CCCCC1)C(=O)c1ccco1,100,-8,-6,-3,102,-5
-7,-5,-1,94,50,Cc1ccc(-c2nn(-c3cccc(F)c3)cc2CN(Cc2nccn2C)C(C)C)o1,94,-4,-1,-6,96,-2

Looked up one by one from the list above, 3 records:
Mcl1-Bid inh,Bcl-2 Bim block,Bfl-1 Bim block,RGS4-Gao reg,Mcl1 Noxa PPI,Molecule,RGS8-Gao,Bim-Bcl-B,Bcl-XL Bim block,Mcl-1 Bim block,RGS7-Gao reg,Bcl-W Bim block
-7,-5,-1,94,50,Cc1ccc(-c2nn(-c3cccc(F)c3)cc2CN(Cc2nccn2C)C(C)C)o1,94,-4,-1,-6,96,-2
2,-9,-12,101,-6,COCCNC(=O)c1ccc(CS(=O)(=O)c2ccc(OC)cc2)o1,101,-11,-12,-5,104,-6
-15,-3,0,103,3,O=C(CSc1ccc2ccccc2n1)NCCC1=CCCCC1,100,-7,-8,-9,98,-5

The list continues:
Mcl1-Bid inh,Bcl-2 Bim block,Bfl-1 Bim block,RGS4-Gao reg,Mcl1 Noxa PPI,Molecule,RGS8-Gao,Bim-Bcl-B,Bcl-XL Bim block,Mcl-1 Bim block,RGS7-Gao reg,Bcl-W Bim block
-6,1,0,104,8,CCCOc1ccc(N2C(=O)CC(S/C(N)=N/N=C(\C)c3cccs3)C2=O)cc1 (centres undefined),100,-1,-1,1,103,0
-18,-5,-15,100,-17,C=C(C)c1cccc(C(C)(C)NC(=O)N2CCN(CC)CC2)c1,104,-5,-4,1,98,0
-15,-6,-5,98,26,Cc1ccccc1Nc1sc(C(=O)Nc2cccc(Cl)c2)c(N)c1C(N)=O,100,-6,-6,-2,97,-3
-42,0,-6,101,7,CCN(CC)C(=O)C1CCCN(Cc2nc(-c3cnccn3)no2)C1 (centres undefined),103,-1,3,-2,100,-1
-21,1,1,90,-10,COC(=O)c1sccc1NC(=O)c1ccc(OC)cc1,92,0,-1,0,88,0
0,-9,-21,100,14,CCCC(=O)OCCn1c(Br)nc2c1c(=O)[nH]c(=O)n2C,102,-6,-6,-4,98,0
2,-5,-11,101,16,CC(=O)N/C(=C/c1ccc2c(c1)OCO2)C(=O)NCCCO,100,-6,-6,0,100,-3
15,2,1,97,0,c1ccc(Nc2cc(Nc3ccccc3)[nH]n2)cc1,97,0,-4,0,99,0
-30,-3,-10,101,12,COc1ccc(NC(=O)CSc2nnc(CNC(=O)c3ccco3)o2)c(OC)c1,96,-5,-4,0,108,-3
-11,-6,-8,99,4,O=C(c1ccc2c(c1)OCO2)N1CCN(c2ccccc2)CC1,104,-5,4,6,101,0
-7,3,0,104,-2,CCCC(=O)Nc1ccc(Cl)c(NC(=O)CC)c1,124,0,5,3,104,0
-12,-4,-6,101,0,COC(=O)c1sc(S(=O)(=O)N2CCN(CCO)CC2)c(C(=O)OC)c1C,101,-3,-2,0,?,-3
-4,-5,-9,88,7,Cc1cc(C)c2cc(CN(Cc3nnnn3C3CCCCC3)CC3CCCO3)c(=O)[nH]c2c1 (centres undefined),94,-5,-10,0,90,1
-27,0,-5,103,11,COc1ccc(S(=O)(=O)N2CCOCC2)cc1NC(=O)c1ccc2c(c1)OCCO2,100,-5,-1,0,99,0
-4,-1,0,99,12,CC1Cc2ccccc2N1CC(=O)NC(c1ccccc1)c1ccccc1 (centres undefined),96,-3,-1,-2,100,-3
-11,7,6,101,12,CCc1cccc(C)c1NC(=S)N(CCN(C)C)Cc1cccs1,101,0,1,2,101,2
2,-8,-9,97,17,COc1ccc(-c2nnc(SCC(=O)c3ccco3)n2-c2ccccc2)cc1,98,-10,6,0,104,2

6 compounds out of the list, sorted by SMILES length, high to low.
Mcl1-Bid inh,Bcl-2 Bim block,Bfl-1 Bim block,RGS4-Gao reg,Mcl1 Noxa PPI,Molecule,RGS8-Gao,Bim-Bcl-B,Bcl-XL Bim block,Mcl-1 Bim block,RGS7-Gao reg,Bcl-W Bim block
-16,0,1,103,20,C=CCOc1ccc(/C=N/NC(=O)CN(c2cc(Cl)ccc2OC)S(=O)(=O)c2ccc(C)c([N+](=O)[O-])c2)cc1,107,-4,-6,-5,101,-5
1,-7,-9,114,-12,CCOC(=O)c1ccc(NC(=O)NC2CCN(CC(=O)NCc3ccc4c(c3)OCO4)CC2)cc1,112,-7,-7,-6,115,-9
-30,-3,-10,101,12,COc1ccc(NC(=O)CSc2nnc(CNC(=O)c3ccco3)o2)c(OC)c1,96,-5,-4,0,108,-3
-20,-1,-7,103,-5,COc1cc(C(C)=O)ccc1OCC(=O)NCC1(N2CCCCC2)CCCCC1,100,-5,-3,-1,106,-3
-24,1,0,100,2,Cc1ccc(-c2nnc(SCCC(=O)N3CCOCC3)o2)cc1,99,-2,-3,3,98,1
-7,3,0,104,-2,CCCC(=O)Nc1ccc(Cl)c(NC(=O)CC)c1,124,0,5,3,104,0
